ABCB6 inh MLPCN: inhibitors of human ABC transporter ABCB6. Q9NP58. fluorescence ratio to DMSO, % at 10 µM. K562-ABCB6 porphyrin accumulation, flow cytometry, 1 h; hits give low values. hit rate 0.19% among 360,000. AID 602162;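 active = fluorescence ratio to DMSO below 75%, the collection mean minus 3 SD; inconclusive = too few cells collected in the well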;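 note: signal is porphyrin accumulated inside mitochondria; 100% equals median channel fluorescence of DMSO control wells; lower ratio means ABCB6 inhibition with less porphyrin fluorescence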
SRC2 inh: human SRC2 (NCOA2) inhibition. Q15596. AID 651957. hit rate 0.17% among 370,000. HEK293 GAL4-SRC2 luciferase reporter, luminescence. inhibition, % at 9 µM;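 active = inhibition above the mean inhibition of all tested compounds plus 3 SD, set per campaign, cut at about 52% in these data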;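 note: 0% = DMSO treated cells and 100% = cells given Gossypol at 36 µM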
MC4R antag cAMP: antagonists of human melanocortin 4 receptor (MC4R); MC4R-expressing cells, MTII-stimulated cAMP, LANCE TR-FRET; AID 540295; hit rate 0.48% among 360,000; inhibition, % at 6.5 µM; P32245;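 active = inhibition above its plate's cutoff, the mean of tested wells on that plate plus 3 SD, cut at about 29% in these data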;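 note: 0% = Melanotan II alone and 100% = Melanotan II plus saturating MCL0020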
Target sequence (P32245 whole entry, looked up): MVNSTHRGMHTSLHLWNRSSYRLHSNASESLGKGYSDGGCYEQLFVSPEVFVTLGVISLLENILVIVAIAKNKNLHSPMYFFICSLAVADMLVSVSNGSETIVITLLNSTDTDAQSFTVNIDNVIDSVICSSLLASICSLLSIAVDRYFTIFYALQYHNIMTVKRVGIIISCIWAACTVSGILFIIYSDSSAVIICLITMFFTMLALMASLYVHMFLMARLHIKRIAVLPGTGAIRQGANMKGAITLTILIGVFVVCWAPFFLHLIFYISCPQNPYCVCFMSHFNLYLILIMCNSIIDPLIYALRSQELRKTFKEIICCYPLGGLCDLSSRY
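Assay system: human MC4R-expressing U2OS cells; reagent: Melanotan II stimulation of cells; dosing: 6.5 µM single dose; timing: compound 30 min, challenge 1 h, detection 1 h; signal: TR-FRET cAMP assay; replicates: one well per compound, no replicates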
NOD2 RIPK2 PPI: inhibitors of human NOD2-RIPK2 interaction; CHO BLA complementation NOD2-RIPK2, CCF4 ratio; AID 624267; O43353; hit rate 0.38% among 360,000; inhibition, % at 4.98 µM; in the data active = inhibition above about 21%;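 note: 0% = vehicle only and 100% = reference blocker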
Target sequence (O43353 whole entry, looked up): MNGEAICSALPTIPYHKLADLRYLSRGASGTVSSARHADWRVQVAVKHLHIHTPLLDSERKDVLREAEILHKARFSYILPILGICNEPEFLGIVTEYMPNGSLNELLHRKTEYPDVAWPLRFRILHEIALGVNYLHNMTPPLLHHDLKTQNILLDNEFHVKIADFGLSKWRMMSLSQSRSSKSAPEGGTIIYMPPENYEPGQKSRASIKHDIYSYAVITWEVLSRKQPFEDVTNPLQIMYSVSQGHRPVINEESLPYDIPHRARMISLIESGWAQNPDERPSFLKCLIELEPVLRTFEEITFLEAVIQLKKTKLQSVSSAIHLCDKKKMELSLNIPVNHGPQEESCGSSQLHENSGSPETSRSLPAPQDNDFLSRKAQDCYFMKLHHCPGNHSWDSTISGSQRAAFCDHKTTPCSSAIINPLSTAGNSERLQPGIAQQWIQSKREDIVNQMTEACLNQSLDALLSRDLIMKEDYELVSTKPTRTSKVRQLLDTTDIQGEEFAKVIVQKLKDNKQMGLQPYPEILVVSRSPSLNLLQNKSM
MC4R barr agon: human MC4R agonism via beta-arrestin. U2OS MC4R beta-arrestin complementation, luminescence; percent of melanotan II response, DMSO zero. activation, % at 8.9 µM. hit rate 0.98% among 360,000. AID 540308;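 active = activation above a per-plate cutoff, the mean activation of sample wells on that plate plus 3 SD, cut at about 8% in these data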
H9c2 protect: myocardial damage modulation in H9c2 cells; hit rate 0.63% among 360,000; H9c2 cardiomyocytes, H2O2 injury protection, ATPLite, 2 h; protection from H2O2 cell death, % at 20 µM; AID 588492;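 active = compounds giving at least 50% protection of heart cells from peroxide-induced death in the single-dose screen, raw or plate-pattern-corrected value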;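 note: 0% = DMSO wells with peroxide and 100% = DMSO wells without peroxide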
N-glyco inh: N-linked glycosylation inhibition; reporter increase, % at 12.5 µM; hit rate 0.23% among 360,000; D54 ERlucT glycosylation luciferase reporter, 24 h; percent of 100 nM tunicamycin response;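 active = mean luciferase reporter signal, scaled so untreated is 0 and the glycosylation-blocking control 100, at or above a set limit in every replicate; inconclusive = mean reaches the limit but not every replicate does; inactive = mean below the limit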;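 note: luciferase carries N-glycosylation sites so blocking glycosylation raises the light; 0% = median of neutral control wells and 100% = median of 100 nM tunicamycin wells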
m5-HT2A agonist: activates the mouse 5-HT2A serotonin receptor; AID 624169; hit rate 0.66% among 360,000; P35363; activation, % at 7.6 µM; CHO-K1 mHTR2A beta-arrestin complementation, luminescence; percent of 30 µM serotonin response;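 active = activation above a run cutoff, the mean activation of all tested compounds plus 3 SD, cut at about 14% in these data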;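 note: 0% = plate median of compound wells and 100% = 30 µM serotonin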
TLR9-MyD88 block: inhibitors of human TLR9-MyD88 binding; Q9NR96+Q99836; CHO BLA complementation TLR9-MyD88, CCF4 FRET ratio; inhibition, % at 4.98 µM; hit rate 0.21% among 340,000; AID 504734;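 active = inhibition above the mean over all tested compounds plus 3 SD, cut at about 21% in these data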;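 note: 0% = DMSO only wells and 100% = clavulanate BLA inhibitor control wells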
ABHD5 PLIN5 PPI: ABHD5-PLIN5 protein interaction inhibition. Q00G26+Q8WTS1. Split G. princeps luciferase complementation, luminescence, 4 h. inhibition, % at 4 µM. hit rate 0.78% among 360,000. AID 602281;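 active = inhibition above the mean inhibition across every tested compound plus 3 SD, cut at about 22% in these data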;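 note: 0% = DMSO only wells and the 100% control is not disclosed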
* = called active by the depositor; ? = inconclusive; . = no result given.

Order of values: ABCB6 inh MLPCN	SRC2 inh	MC4R antag cAMP	NOD2 RIPK2 PPI	MC4R barr agon	H9c2 protect	N-glyco inh	m5-HT2A agonist	TLR9-MyD88 block	ABHD5 PLIN5 PPI
1: Cc1ccc(OCC(=O)N2CCC(C)CC2)c([N+](=O)[O-])n1
 : 105	13	13	-8	0.1	0	1	1	-5	-9
2: Cc1ccc(S(=O)(=O)NC(CC(=O)NCC2CCCO2)c2ccccc2)cc1 (configuration not stated)
 : 94	-5	1	-7	-0.7	6	1	-3	-7	-1
3: COc1ccc(NC(C)=O)cc1NC(=O)CN1CCN(CC(=O)Nc2ccccc2Cl)CC1
 : 100	-12	-4	-7	-1.7	26	0	-2	2	-4
4: CC(=O)c1cccc(NC(=O)CN2C(=O)COc3ccc(S(=O)(=O)N4CCOCC4)cc32)c1
 : 99	-46	11	-7	2.2	2	2	-1	-8	3
5: COc1cccc(-c2cc(C(F)(F)F)n3ncc(C(=O)O)c3n2)c1
 : 98	6	-5	6	-0.8	5	-3	2	-6	-3
6: Brc1ccc(N=Nc2ccc3ccccc3n2)cc1
 : 106	15	8	-2	-0.3	-16	-19	-1	-12	-1
7: Cc1ccc(N2CC(C(=O)Nc3ncc([N+](=O)[O-])s3)CC2=O)cc1 (configuration not stated)
 : 101	10	12	-9	-1.6	-7	0	5	-18	-8
8: Cc1cc(C(=O)N/N=C/c2ccc([N+](=O)[O-])s2)c2ccccc2n1
 : 106	-17	-1	3	-1.5	-8	6	2	-2	-12
9: NC1=NC2(CCCCC2)N=C(Nc2ccc(Br)cc2)N1
 : 104	-11	7	2	-0.2	-6	-3	-6	-8	5
10: COc1ccc(-c2csc(Nc3cc(C)ccn3)n2)cc1C
 : 92	-25	1	-1	-0.3	-8	-1	0	9	-8
11: N#CC(c1ccc(Cl)cc1)c1ncc(C(F)(F)F)cc1Cl (configuration not stated)
 : 93	-2	-1	-10	-0.6	2	-2	0	0	-5
12: CCc1c(O)cc2n(c1=O)-c1ccccc1C2(C)C
 : 100	-22	1	-1	0.8	-3	0	-4	6	1
13: C[C@H](NC(=O)CCCOc1ccc(Cl)cc1Cl)c1nnc2ccccn12
 : 94	19	1	11	-3.5	4	1	-7	0	4
14: CC(C)[C@H](NC(=O)c1ccccc1)C(=O)Nc1cccc(S(=O)(=O)N2CCOCC2)c1
 : 109	10	24	-2	0.1	6	-2	-4	3	-7
15: COc1ccc(C(=O)NC(Cc2c[nH]c3ccccc23)C(=O)O)cc1 (configuration not stated)
 : 97	-13	4	-2	-1.9	10	3	-3	3	6
16: Cc1ccc(S(=O)(=O)Nc2cccc(C(=O)NCCN3CCOCC3)c2)cc1F
 : 97	-11	-3	-5	0.3	0	2	-9	-5	3
17: CC[C@]12c3[nH]c4cc(-c5ccco5)ccc4c3CCN1C(=O)[C@@H](CC(=O)NCc1ccco1)C[C@@H]2C(=O)N1CCN(C(=O)c2ccco2)CC1
 : 95	-35	13	2	-1.9	19	0	-1	-3	15
18: COc1cc2cc(C(c3nnnn3C3CCCC3)N3CCCCC3)c(=O)[nH]c2cc1OC (configuration not stated)
 : 99	-13	10	3	0.5	6	0	-3	-9	-2
19: COc1cc(OC)cc(C(=O)N[C@@H](CCSC)c2nc3ccccc3[nH]2)c1
 : 99	15	-3	-2	-2.7	11	0	0	4	-6
20: C[C@H](NC(=O)[C@@H]1Cc2ccccc2CN1)C(=O)Nc1ccc2c(c1)OCO2
 : 98	-21	0	4	-1.5	2	-1	-1	-2	0
21: CCCC(=O)Nc1nnc(SCC(=O)NC2CC2)s1
 : 102	0	15	-4	1.8	3	0	-9	-8	4
22: CCCc1cc(NC(=O)CCl)n(-c2ccccc2)n1
 : 99	-23	5	-5	0.6	-8	0	4	-8	5
23: COc1ccccc1C(=O)N1C(CC(=O)Nc2cc(Cl)ccc2C)C(=O)NC2CCCCC21 (configuration not stated)
 : 95	6	19	-18	-0.8	12	1	1	-3	-9
24: C/C(=N\O)C(=O)C(CN1CCCCC1)CN1CCCCC1
 : 105	10	4	6	-1.2	-16	?	-7	-6	3
25: c1ccc2sc(NC3=NCN(C4CCCCC4)CN3)nc2c1
 : 95	.	-4	-3	-3.8	-15	1	-3	-8	0
26: COc1cc2c(cc1NC(=O)c1cccnc1)oc1ccccc12
 : 124	-32	3	0	-2.4	22	1	2	2	5
27: N#Cc1ccccc1Sc1ccccc1C(=O)NCC(c1ccco1)N1CCCCC1 (configuration not stated)
 : 94	-15	10	1	-2.3	4	1	-9	-6	5
28: CC(=O)Oc1cc2c3c(c1)/C(=C1/SC(=S)NC1=O)C(=O)N3C(C)(C)C=C2C
 : 100	-5	21	-14	-1.8	-11	1	6	4	-6
29: C=CCn1c(SCc2ccccc2C#N)nnc1-c1cc(Br)ccc1O
 : 89	26	3	-6	-1.6	5	-2	1	-5	-7
30: CCCCNC(=O)C1(C)CCN1C(=O)CSc1ccccc1 (configuration not stated)
 : 101	-33	15	-6	-1.0	-1	2	-6	.	-6
31: CC(C)Cc1ccc(-c2ccc3nccn3c2)cc1
 : 102	-32	3	-2	-0.3	-14	-4	2	.	5
32: COc1ccccc1CNC(=O)COc1ccccc1C(=O)c1cnn(-c2ccccc2)c1
 : 102	-62	10	-4	-3.0	-4	-4	-5	-14	-2
33: CCn1c(Cc2c(C)[nH]c3ccccc23)nnc1SCC(N)=O
 : 90	14	2	2	0.4	-2	2	3	-7	4
34: Cn1c(N)c(C(=O)CSc2nnc(C3CC3)n2Cc2ccccc2)c(=O)n(C)c1=O
 : 100	-5	7	7	-0.3	8	0	1	2	-11
35: CC(=O)Oc1c(S(=O)(=O)c2ccc(C)cc2)c(C)nn1C(C)(C)C
 : 95	-6	4	-1	0.1	22	4	-4	-2	-3
36: CCCS(=O)(=O)NC(=O)C1(C)CCCN(C(=O)c2cc3ccccc3s2)C1 (configuration not stated)
 : 100	-11	8	1	-0.1	-1	1	1	.	0
37: NC(=O)C1CCCN(C(=O)c2ccc3nc(Cc4cccc(Cl)c4)oc3c2)C1 (configuration not stated)
 : 110	-10	3	6	-3.2	0	2	-1	-1	-4
38: C[C@@H]1CCCN1[C@@H]1CS(=O)(=O)N[C@H]1COCc1ccccc1
 : 96	-22	.	-7	.	3	1	2	.	-5
39: COc1ccc(S(N)(=O)=O)cc1C(=O)OCC(=O)N1CC(=O)Nc2ccccc21
 : 99	-28	4	0	-1.4	-4	0	2	1	2
40: CNC(=O)NC(=O)C(C)OC(=O)c1cc2c(s1)CCCCC2 (configuration not stated)
 : 94	-20	6	-5	-1.3	1	0	1	-4	1
41: CC(C)(C)C(=O)Nc1sc(-c2ccccc2)cc1C(=O)O
 : 95	-44	11	-1	-2.1	4	-7	-4	2	2
42: COc1ccc(NC(=O)CCc2nc3ccccc3c(=O)[nH]2)cc1S(=O)(=O)N1CCCCC1
 : 96	2	-3	-4	-1.4	93*	0	5	-2	0
43: CC(=O)Nc1ccc(S(=O)(=O)N2CCN(c3nc4ccccc4n3CC(C)C)CC2)cc1
 : 101	-54	18	11	-1.2	0	-4	2	-1	-1
44: CC(C)Oc1ccc(CCc2nnc(SC(C)C(=O)O)n2-c2ccccc2)cc1 (configuration not stated)
 : 107	1	15	-13	-1.1	1	4	2	-7	8
45: CC(NC(=O)C1CCC(CNS(=O)(=O)c2ccccc2)CC1)c1ccccc1 (configuration not stated)
 : 106	33	13	5	-1.3	5	-3	2	5	5
46: O=C(NCc1cccnc1)c1cc(C2CCCN(S(=O)(=O)c3ccccc3)C2)on1 (configuration not stated)
 : 94	-24	7	-10	-0.7	-2	-1	3	.	8
47: CCOc1ccccc1NC(=O)C1C(c2ccccc2)C1(Cl)Cl (configuration not stated)
 : 95	-21	10	3	1.1	-14	-1	1	-5	-11
48: CCOc1ccc(S(=O)(=O)N2CCCCC2)c2ccccc12
 : 80	17	3	-7	-0.7	-27	-5	-5	8	-4
49: COC(=O)c1cc(C(=O)OCC(=O)N2c3ccccc3NC(=O)C2(C)C)cc([N+](=O)[O-])c1
 : 96	.	5	15	1.9	58*	-2	3	0	2
50: O=C(COc1ccc2c(c1)CCC2)NCc1ccccc1
 : 96	-22	-7	7	1.0	-5	-1	-1	-12	0
51: CCC(C(=O)NCCC1=CCCCC1)c1ccccc1 (configuration not stated)
 : 101	19	4	-7	5.8	-7	0	-4	-9	4
52: COc1ccc(/C=N/NC(=O)C[n+]2ccccc2)c(OC)c1
 : 105	3	12	-10	0.4	3	-1	1	-7	2
53: COc1ccc2oc(=O)c(C(=O)N3CCN(c4ccc(F)cc4)CC3)cc2c1
 : 95	16	10	-4	-1.3	-4	1	-5	3	1
54: Cc1cc(Cl)c(C)c(S(=O)(=O)N2CCN(C(=O)C3CCCO3)CC2)c1Cl (configuration not stated)
 : 99	-4	1	-4	-0.9	-6	0	4	-3	-2

3 entries from above, arranged by length of the SMILES, ascending.
Order of values: ABCB6 inh MLPCN	SRC2 inh	MC4R antag cAMP	NOD2 RIPK2 PPI	MC4R barr agon	H9c2 protect	N-glyco inh	m5-HT2A agonist	TLR9-MyD88 block	ABHD5 PLIN5 PPI
31: CC(C)Cc1ccc(-c2ccc3nccn3c2)cc1
 : 102	-32	3	-2	-0.3	-14	-4	2	.	5
38: C[C@@H]1CCCN1[C@@H]1CS(=O)(=O)N[C@H]1COCc1ccccc1
 : 96	-22	.	-7	.	3	1	2	.	-5
43: CC(=O)Nc1ccc(S(=O)(=O)N2CCN(c3nc4ccccc4n3CC(C)C)CC2)cc1
 : 101	-54	18	11	-1.2	0	-4	2	-1	-1

Screening results deposited in PubChem BioAssay by several laboratories.

Not all compounds are listed; rates above refer to the full screens.
